From PubChem
Sm TGR inh – qHTS Assay for the Inhibitors of Schistosoma Mansoni Peroxiredoxins; 360,000 compounds, 3% hits; Schistosoma mansoni thioredoxin glutathione reductase (TGR), Q962Y6; Potency, µM (series often up to 114 µM), inactives show top-dose activity change, negative = inhibition, most hits filed as inhibitors; purified TGR, DTNB reduction, TNB absorbance 405 nm; note: potency is the fitted concentration of half-maximal effect; nearly all actives have a fitted effect of over 60% in size
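First, TGR (20 nM dispensed) and NADPH were mixed with compound. Second, a 15 min room-temperature incubation followed. Third, further NADPH and then DTNB were added to start the reaction. Finally, TNB absorbance was monitored kinetically.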
HCV inh – qHTS Assay for Inhibitors of Hepatitis C Virus (HCV). Potency, µM (highest dose often 41.8 µM), for the others: at the highest dose activity change, negative = inhibition, usual class: inhibitors. Huh7.5.1 HCVcc-Cre infection, luciferase reporter, 44 h. 340,000 compounds, 3.4% hits; note: potency is the fitted concentration of half-maximal effect
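Infectious HCV cell culture screen: compound-treated cells (1,000/well, pre-plated 4 h) are infected with HCVcc-Cre at roughly 0.5 moi and grown 44 h. Infection is quantified by luciferase signal after 15 min substrate incubation at room temperature.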
Giardia FBPA inh – qHTS Assay for Inhibitors of Fructose-1,6-bisphosphate Aldolase from Giardia Lamblia; Potency, µM (series often up to 59.6 µM), for inactives: top-dose activity, negative = inhibition, hits mostly inhibitors; AID 2451, 2010; A8B2U2; 290,000 compounds, 0.71% hits; purified Giardia FBPA; note: potency is the fitted concentration of half-maximal effect; nearly all actives have a fitted effect of over 55% in size
Target sequence (A8B2U2 whole entry, looked up): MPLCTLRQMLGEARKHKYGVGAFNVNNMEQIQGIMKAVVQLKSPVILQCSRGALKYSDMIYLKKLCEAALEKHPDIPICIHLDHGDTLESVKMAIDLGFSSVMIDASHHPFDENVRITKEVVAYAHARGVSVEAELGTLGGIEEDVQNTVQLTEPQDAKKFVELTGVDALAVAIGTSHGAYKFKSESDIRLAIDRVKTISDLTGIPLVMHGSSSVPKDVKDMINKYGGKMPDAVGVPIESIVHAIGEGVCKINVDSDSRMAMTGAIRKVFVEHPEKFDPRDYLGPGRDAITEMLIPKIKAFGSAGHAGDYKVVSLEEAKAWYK
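40 nM FBPA preincubated 10 min at RT with compound (up to 57.5 uM final), then substrate plus GAPDH/TPI/NAD/arsenate coupling and diaphorase/resazurin added. Fluorescence read after 20 min at RT, 525/598 nm.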
AMA1 RON2 block – qHTS for Inhibitors of AMA1-RON; Towards Development of Antimalarial Drug Lead: Primary Screen; Potency, µM (titrated, usually from 58.2 µM), for the others: top-dose activity change, negative = inhibition, actives largely listed as inhibitors; AlphaScreen AMA1-biotinylated RON2 peptide binding; 360,000 compounds, 0.2% hits;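 note: potency is the fitted concentration of half-maximal effect; 0% = vehicle wells and -100% = peptide control; nearly all actives have a fitted effect of over 45% in size; some results filed as inactive show a strong effect at the top dose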
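AMA1 (3D7) with his tag at 25 nM final met compounds first, then biotinylated RON2 peptide at 25 nM; detection used donor plus acceptor beads, 10 µg/mL apiece, read by AlphaScreen after 30 min at room temperature.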
HCMV antiviral – qHTS Assay for inhibitors of the human cytomegalovirus (HCMV); 410,000 compounds, 4.5% hits; activity change, negative = inhibition, % at 57.5 µM; HFF cells, HCMV-luciferase reporter, 72 h; hits give low values; in the data active = activity change below about -60%; inconclusive = no clear call, values can overlap the other calls; inactive = above about -39%
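Compounds were evaluated in HFFs infected with an HCMV luciferase reporter virus (MOI 1 PFU/cell). Luciferase in lysates collected 72 h post infection served as the replication measure.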
AmpC inh detg – qHTS Inhibitors of AmpC Beta-Lactamase (assay with detergent); AmpC hydrolysis of nitrocefin, absorbance 480 nm, 0.01% Triton; 370,000 compounds, 0.041% hits; Potency, µM (titrated, usually from 114 µM), for inactives: top-dose activity change, negative = inhibition, hits mostly inhibitors; AID 485294, 2010;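 note: potency is the fitted concentration of half-maximal effect; 0% = no-compound wells and -100% = no-enzyme wells; nearly all actives have a fitted effect of over 25% in size; some results filed as inactive show a strong effect at the top dose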
Target sequence (P00811 whole entry, looked up): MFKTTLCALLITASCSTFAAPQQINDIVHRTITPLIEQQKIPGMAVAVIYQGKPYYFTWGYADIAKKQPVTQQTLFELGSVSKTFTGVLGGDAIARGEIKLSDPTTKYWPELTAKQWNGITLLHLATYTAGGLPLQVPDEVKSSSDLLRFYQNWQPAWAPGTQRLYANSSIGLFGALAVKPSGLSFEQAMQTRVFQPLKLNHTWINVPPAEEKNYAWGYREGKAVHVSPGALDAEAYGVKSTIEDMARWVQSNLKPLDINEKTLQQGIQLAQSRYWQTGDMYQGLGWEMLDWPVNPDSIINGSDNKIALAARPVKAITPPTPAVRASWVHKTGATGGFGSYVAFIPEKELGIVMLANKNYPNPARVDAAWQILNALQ
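20 mM phosphate pH 7.0 + 0.01% (detergent screen) or 0.0001% Triton X-100; 5.3 nM AmpC reagent; cpd preinc 15 min RT; nitrocefin (800 uM stock) to start; A480 q20 s × 4 min; Activity was normalised to no-enzyme and no-compound control wells.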
Active calls of the source: *; ? = inconclusive; . = no result given; & = joins results of further samples; [ ] = dose if it differs, or a comment. Unless noted, calls come from the whole dose curve; as a rule, active = well fitted curve in the direction sought with a large enough effect; inconclusive = small, poorly fitted or top-dose-only effect, or another doubt; inactive = no such curve, though single readings can be large; an effect the other way counts as inactive or inconclusive. Unless noted, % is set by controls: 0 for no effect and ±100 for the full control effect.

SMILES | Sm TGR inh | HCV inh | Giardia FBPA inh | AMA1 RON2 block | HCMV antiviral | AmpC inh detg
COC(=O)Cn1cnc2c(nnn2-c2ccc(C)cc2)c1=O | 2.2% | 16.2% | 4.3% | 0.1% | -7.8 | -10.4%
Cc1ccccc1-c1nnc(SCC(=O)N2CCCC2)o1 | 23.4% | -17.4% | 6.0% | -8.0% | -8.3 | ?
CCCc1ccc(OC(C)C(=O)Nc2sc3c(c2C(=O)OC)CCCCC3)cc1 (stereo not given) | 16.1% | . | . | . | -30.6 | 0.1%
Clc1ncc(Cn2cccn2)s1 | 4.2% | 6.0% | 1.8% | 12.6% | -18.0 | -1.1%
CC(=O)Nc1cc(C(=O)N2CCc3ccccc3C2)ccc1Sc1ccc(Cl)cc1 | 5.7% | -16.7% | 3.1% | -13.8% | 7.7 | -1.8%
CC12CCC(C(=O)N(NC(=O)c3ccccc3O)C1=O)C2(C)C (stereo not given) | -8.4% | -4.3% | -13.8% | -4.9% | -81.2* | -8.6%
Cc1ccc(-c2nnc(N3CCOCC3)c3ccccc23)cc1S(=O)(=O)NCC1CCCO1 (stereo not given) | -17.0% | -5.9% | 5.0% | -4.7% | -94.6* | -3.1%
O=C(N/C(=C\c1ccc(F)cc1)C(=O)N1CCOCC1)c1ccccc1 | -5.0% | 16.7% | -1.4% | -7.8% | -29.4 | -7.7%
Cc1cc(/C=C2/NC(=O)N(Cc3ccccc3F)C2=O)c(C)n1-c1ccccn1 | ? | -23.0% | -7.9% | -9.8% | 30.7 | 3.4%
CCOc1ccccc1NC(=O)c1nnn(CC(=O)Nc2ccc3c(c2)OCO3)c1N | 3.4% | 9.3% | . | -5.4% | -19.9 | 3.1%
COc1cc(OC)cc(-c2nc3nc(C)c(CCC(=O)Nc4ccc(Cl)cc4)c(C)n3n2)c1 | -7.3% | . | . | . | 11.2 | -14.7%
CN(C)c1cccc(C(=O)OCc2cc(=O)oc3cc(O)ccc23)c1 | -3.5% | ? | 8.9% | -27.8% | 8.1 | -1.7%

Random excerpt: 2 compounds from above, in no set order.
SMILES | Sm TGR inh | HCV inh | Giardia FBPA inh | AMA1 RON2 block | HCMV antiviral | AmpC inh detg
CCCc1ccc(OC(C)C(=O)Nc2sc3c(c2C(=O)OC)CCCCC3)cc1 (stereo not given) | 16.1% | . | . | . | -30.6 | 0.1%
O=C(N/C(=C\c1ccc(F)cc1)C(=O)N1CCOCC1)c1ccccc1 | -5.0% | 16.7% | -1.4% | -7.8% | -29.4 | -7.7%

Later entries.
SMILES | Sm TGR inh | HCV inh | Giardia FBPA inh | AMA1 RON2 block | HCMV antiviral | AmpC inh detg
CN(CC(=O)Nc1ncn[nH]1)S(=O)(=O)c1cc(Cl)ccc1Cl | -5.9% | 0.0% | -3.9% | 44.7%[activator] | -25.2 | -8.5%
CCN(CC(=O)NCc1cccs1)C(=O)/C=C/c1cc(OC)ccc1OC | 3.1% | -8.2% | . | 2.0% | 0.0 | -14.1%
CCn1c2ccc(F)cc2c2nnc(SCCN3CCCCC3)nc21 | -1.7% | 14.1µM* | 9.4% | 2.9% | 37.1&6.3 | ?
CCn1c(SCC(=O)c2c[nH]c3ccccc23)nc2cc(S(=O)(=O)N3CCOCC3)ccc21 | 5.9% | ? | -0.4% | 5.1% | ? | -8.3%
O=C(c1cccc2c1-c1ccccc1C2)N1CCCCC1 | -1.1% | -9.7% | 8.8% | 1.3% | -24.1 | -5.1%
C=CC[C@H](CC(=O)NCCO)C(=O)N[C@H](COC(=O)[C@@H](CC=C)CC(=O)OC(C)(C)C)Cc1ccccc1 | . | -2.8% | . | 1.7% | -15.5 | .
COc1ccc(NC(=O)N2CCCn3nc(C)cc32)cc1OC | -2.2% | . | . | . | 9.1 | 21.0%
N#C/C(=N\Nc1ccccc1)C(=N)N1CCOCC1 | 7.3% | 32.8%[activator] | -6.4% | -31.6% | 4.2 | 2.4%
C=CS(=O)(=O)c1c2cc(OC)ccc2nc2ccc(OC)cc12 | . | ? | . | 44.2%[activator] | ? | .
CC(C)N(C(=O)Cn1c(Cl)nc2ccccc21)C(C)C | -9.4% | -5.5% | -1.1% | -1.8% | 35.2 | -3.9%
Cc1ccccc1NS(=O)(=O)c1cc(C(=O)NCCC2=CCCCC2)ccc1C | -0.6% | ? | -6.2% | 6.1% | ? | ?
O=C(COC(=O)c1ccc2c(c1)OCO2)NCc1ccc(Cl)cc1 | 4.0% | 2.3% | 3.2% | 19.3% | 27.0 | ?
O=C(CCCN1C(=O)/C(=C/c2ccccc2Cl)SC1=S)NNC(=O)c1ccccc1 | 3.0% | -10.3% | 4.9% | 70.8%[activator] | ? | -2.3%
CC(C)c1ccc(-c2cc(C(=O)NN3CCN(C)CC3)c3ccccc3n2)cc1 | -1.6% | -9.9% | 1.7% | -10.7% | 25.7 | 3.3%
Oc1ccccc1/C=N/NC(=S)NC1CC2C=CC1C2 (stereo not given) | 4.1% | -23.8% | 15.5% | 12.0% | ? | 3.0%
COC(=O)c1c(-c2ccc(F)cc2)csc1NC(=O)c1ccco1 | 0.8% | -9.5% | 2.9% | -7.5% | 2.8 | 4.2%
CC(=O)c1c(C)[nH]c(C(=O)N2CCc3ccccc32)c1C | 3.6% | 0.1% | -6.7% | 0.0% | 221.1 | 5.3%
Cc1onc(C(=O)Nc2c(C)n(C)n(-c3ccccc3)c2=O)c1[N+](=O)[O-] | ? | 14.4% | ? | 8.9% | -16.3 | -2.6%
CN(CC(=O)NCCc1ccc(S(N)(=O)=O)cc1)S(=O)(=O)/C=C/c1ccccc1 | -0.5% | -5.3% | -2.0% | 1.1% | 0.0 | -2.2%
CCOc1nc2ccccc2cc1C=O | -2.0% | 1.6% | 0.3% | 18.7% | -72.9* | 2.5%
CC(C)CCCN1C(N(C)C)=NC[C@@H]1Cc1ccccc1 | -5.0% | ? | . | 5.8% | -6.4 | 0.1%
COc1ccc(-c2noc(CN3CCN(C(=O)c4cccs4)CC3)n2)c(OC)c1OC | -1.8% | 2.7% | . | -4.0% | 14.2 | -15.2%
C/C(=N\N1CCN(c2ccccc2)CC1)c1ccccc1O | 1.5% | 7.5% | 19.4% | -13.4% | -18.2 | 1.3%
Cc1cc(S(=O)(=O)Nc2ccc(-c3ccc(N4CCCCCC4)nn3)cc2)c(C)cc1Cl | 7.5% | . | . | . | -16.2 | 12.7%

Seven structures from above, ordered by heavy-atom count, rising.
SMILES | Sm TGR inh | HCV inh | Giardia FBPA inh | AMA1 RON2 block | HCMV antiviral | AmpC inh detg
N#C/C(=N\Nc1ccccc1)C(=N)N1CCOCC1 | 7.3% | 32.8%[activator] | -6.4% | -31.6% | 4.2 | 2.4%
CN(CC(=O)Nc1ncn[nH]1)S(=O)(=O)c1cc(Cl)ccc1Cl | -5.9% | 0.0% | -3.9% | 44.7%[activator] | -25.2 | -8.5%
CC12CCC(C(=O)N(NC(=O)c3ccccc3O)C1=O)C2(C)C (stereo not given) | -8.4% | -4.3% | -13.8% | -4.9% | -81.2* | -8.6%
CCN(CC(=O)NCc1cccs1)C(=O)/C=C/c1cc(OC)ccc1OC | 3.1% | -8.2% | . | 2.0% | 0.0 | -14.1%
CC(C)c1ccc(-c2cc(C(=O)NN3CCN(C)CC3)c3ccccc3n2)cc1 | -1.6% | -9.9% | 1.7% | -10.7% | 25.7 | 3.3%
Cc1cc(S(=O)(=O)Nc2ccc(-c3ccc(N4CCCCCC4)nn3)cc2)c(C)cc1Cl | 7.5% | . | . | . | -16.2 | 12.7%
Cc1ccc(-c2nnc(N3CCOCC3)c3ccccc23)cc1S(=O)(=O)NCC1CCCO1 (stereo not given) | -17.0% | -5.9% | 5.0% | -4.7% | -94.6* | -3.1%

Next section.
SMILES | Sm TGR inh | HCV inh | Giardia FBPA inh | AMA1 RON2 block | HCMV antiviral | AmpC inh detg
Cc1ccc(-n2c([O-])nc(-[n+]3ccccc3)c2C=O)cc1 | 39.8µM* | 7.0% | -6.2% | -3.9% | -72.1* | 3.7%
Nc1ccc(-c2nc3ncccc3o2)c(Cl)c1 | 9.4% | 2.9% | -2.6% | 5.9% | 102.7 | 1.6%
Cc1cccc(CNc2ncnc3ccc(-c4cccnc4)cc23)c1 | 0.8% | . | -6.7% | . | -8.4 | ?
CCN1CCN(c2oc(/C=C/c3cc(OC)c(OC)c(OC)c3)nc2C#N)CC1 | 0.9% | . | . | . | ? | 2.3%
CC(=O)Nc1ccc(S(=O)(=O)N2CCNC(=O)C2)cc1 | . | 9.5% | . | ? | 24.7 | .
CCOc1ccc(NC(=O)Nc2cc3c(cc2N2CCCCC2)n(C)c(=O)n3C)cc1 | -14.1% | . | . | . | 11.4 | -1.9%
O=P(Nc1cccc(F)c1)(Oc1ccccc1F)Oc1ccccc1F | -0.8% | -18.2% | -11.8% | 11.8% | ? | 0.1%
CCOC(=O)c1cc(S(=O)(=O)NCCc2ccc(OC)c(OC)c2)cn1C | 1.9% | -9.6% | . | -6.1% | 12.2 | -0.9%
COc1ccc(C2=NOC(C(=O)NCc3ccco3)C2)cc1OC (stereo not given) | 0.8% | 12.6% | 0.1% | -2.5% | 35.2 | 3.9%
COCCC(=O)N1CCC(Oc2ccc(C(=O)NCCSC)cc2)CC1 | 4.4% | 14.9% | -10.1% | 10.7% | 100.4 | 3.6%
CCCCN(C(=O)CSc1nnc(-c2ccccc2)n1C)c1c(N)n(Cc2ccccc2)c(=O)[nH]c1=O | -8.8% | -1.9% | -0.8% | -1.1% | 21.0 | -2.4%
COCC(=O)Oc1c(Sc2ccccc2[N+](=O)[O-])c(C)nn1C(C)(C)C | ? | 8.9% | -4.0% | 2.5% | -101.1* | 5.6%
COc1ccc(O)c(-c2[nH]ncc2C(=O)c2ccccc2)c1 | 0.0% | -23.9% | -14.3% | 101.7%[activator] | ? | -1.8%
Cn1c(SCC(=O)NC(=O)Nc2ccccc2)nnc1-c1ccncc1 | -1.6% | 0.2% | -4.3% | 12.5% | -29.4 | -0.9%
CCc1cccc2c(C(=O)CN3C(=O)C(=O)N(C4CCCC4)C3=O)c[nH]c12 | -0.8% | -11.9% | . | -11.1% | 56.2 | -18.8%
NCCNc1ccc([N+](=O)[O-])cc1 | 3.0% | 9.0% | 0.1% | -4.9% | -20.1 | 6.3%
CC(=O)NCCc1nc2ccccc2n1Cc1ccccc1 | 2.8% | ? | -0.2% | 9.5% | -1.8 | ?
CCOc1cccc(C(=O)NC2CCCCC2)c1 | 2.9% | ? | 0.0% | -1.7% | 128.7 | ?
CCOc1ccc2c(CC)cc(=O)oc2c1OCC | -3.1% | -2.3% | 0.7% | 17.7% | 4.9 | -14.0%
CN1CCN(C(=O)C2=C[C@@H](c3ccc(C(F)(F)F)cc3)C[C@@H](OCc3ccc(CO)cc3)O2)CC1 | ? | 2.5% | 0.9% | -2.0% | 6.1 | 7.4%
COc1ccccc1N1CCN(C(=O)C2CCN(S(=O)(=O)c3cccs3)CC2)CC1 | -3.7% | . | . | . | 41.8 | 14.8%
Cc1ccc(C2C(C#N)=C(N)N(c3cccnc3)C3=C2C(=O)CCC3)s1 (stereo not given) | . | 11.7% | ? | 0.0% | ? | -0.7%
